S1P3 antagonist – S1P3 receptor antagonists, primary screen, cell-based. CHO S1P3 NFAT-BLA reporter, FRET fluorescence, antagonist mode. Sphingosine 1-phosphate receptor 3 (Homo sapiens), Q99500. actives 0.27% (n = 170,000). inhibition, % at 4.98 µM;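 active means inhibition above the plate cutoff, the mean inhibition of test wells on that plate plus 3 SD, cut at about 28% in these data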;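 further: cells challenged with S1P at its EC80 of 0.8 µM; blue over green emission ratio from cleaved BLA substrate after 4 h stimulation; 0% = S1P-stimulated wells and 100% = unstimulated DMSO-only wells; some compounds past the cut are filed as inactive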
Target sequence (Q99500 whole entry, looked up): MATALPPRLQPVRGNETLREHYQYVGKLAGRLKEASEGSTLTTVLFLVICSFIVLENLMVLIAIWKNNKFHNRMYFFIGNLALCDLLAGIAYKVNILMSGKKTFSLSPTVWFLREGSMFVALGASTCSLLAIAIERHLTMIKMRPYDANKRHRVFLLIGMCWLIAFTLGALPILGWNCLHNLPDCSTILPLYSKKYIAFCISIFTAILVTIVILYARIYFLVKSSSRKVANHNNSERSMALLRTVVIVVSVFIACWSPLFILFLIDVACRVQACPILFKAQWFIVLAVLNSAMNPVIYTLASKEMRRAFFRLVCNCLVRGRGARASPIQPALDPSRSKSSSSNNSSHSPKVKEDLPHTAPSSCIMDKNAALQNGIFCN
TR-FRET SRC-2 ct – TR-FRET signal artefacts, primary screen, artefact control for PPARgamma SRC-2 agonist project, biochemical; actives 0.4% (n = 200,000); TR-FRET ratio at 8 µM; AID 1049, 2008; TR-FRET artefact counter-screen; stronger effect = higher value; in the data active means TR-FRET ratio above about 2000; further: inactives centre near 1500
PPARg SRC-1 ag – PPARgamma agonists recruiting SRC-1 coactivator, primary screen, biochemical. Peroxisome proliferator-activated receptor gamma (Homo sapiens), P37231. PPARgamma-SRC-1 coactivator recruitment biochemical assay. activation, % at 8 µM. actives 0.41% (n = 200,000). AID 631, 2007; in the data active means activation above about 19%;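 further: 0% = DMSO and 100% = reference agonist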
Target sequence (P37231 whole entry, looked up): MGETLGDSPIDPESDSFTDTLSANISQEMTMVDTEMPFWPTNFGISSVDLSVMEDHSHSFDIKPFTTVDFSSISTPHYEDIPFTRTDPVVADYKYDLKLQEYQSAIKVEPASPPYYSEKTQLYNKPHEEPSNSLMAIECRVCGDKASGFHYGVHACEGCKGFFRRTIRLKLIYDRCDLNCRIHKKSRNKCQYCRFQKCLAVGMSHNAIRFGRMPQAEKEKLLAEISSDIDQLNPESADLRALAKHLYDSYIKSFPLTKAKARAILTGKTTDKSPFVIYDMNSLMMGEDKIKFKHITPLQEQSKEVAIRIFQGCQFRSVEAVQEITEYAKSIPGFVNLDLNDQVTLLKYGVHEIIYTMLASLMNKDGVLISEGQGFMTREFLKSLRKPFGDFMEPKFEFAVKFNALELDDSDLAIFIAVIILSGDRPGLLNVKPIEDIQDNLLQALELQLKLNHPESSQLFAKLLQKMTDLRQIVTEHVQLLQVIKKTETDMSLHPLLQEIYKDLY
TLR4-MyD88 BLA – inhibitors of TLR4-MyD88 association in cells, primary screen, cell-based, HeLa CL3-4, BLA complementation, FRET ratio; Toll-like receptor 4 (Homo sapiens) + Myeloid differentiation primary response protein …; HeLa CL3-4 TLR4/MyD88 BLA complementation; inhibition, % at 8.4 µM; actives 0.18% (n = 200,000); AID 861, 2007; in the data active means inhibition above about 25%;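 further: 0% = vehicle and 100% = reference inhibitor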
bIAP act – bovine intestinal alkaline phosphatase activators, primary screen, biochemical, bovine IAP, CDP-star luminescence | actives 0.17% (n = 200,000) | AID 1016, 2008 | alkaline phosphatase, intestinal [Bos taurus] | activation factor at 20 µM | purified bovine IAP, 30 min; stronger effect = higher value; fold of DMSO-control signal, blank-subtracted;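 active means activation factor of 2 or more at 20 µM, a signal rise over negative controls twice the positive control's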
L major viab – Leishmania major promastigote growth inhibition, primary screen | Leishmania major promastigotes, resazurin fluorescence viability | inhibition, % at 10 µM | actives 9% (n = 200,000); in the data active means inhibition above about 50%;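 further: promastigotes grown with compound for 44 hours at 28 °C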
bIAP inh – bovine intestinal alkaline phosphatase inhibitors, primary screen, selectivity assay for TNAP inhibitor project, biochemical, bovine IAP, CDP-star luminescence; purified bovine IAP, 30 min; inhibition, % at 20 µM; 190,000 tested, under 10 active; AID 1019, 2008;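 active means over 50% inhibition of intestinal alkaline phosphatase at 20 µM in the single-dose screen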
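Assay system – bovine IAP enzyme · Quantity – bovine IAP at 1/65,000,000 final dilution · Detection – CDP-star luminescence signal · Times – 30 min reaction at room temperature · Also added – CDP-star substrate at 30 µM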
PPARg SRC-2 ag – agonists of PPARg-SRC-2 recruitment, primary screen, biochemical, HTS; Peroxisome proliferator-activated receptor gamma (Homo sapiens), P37231; PPARgamma LBD-SRC-2 recruitment; activation, % at 8 µM; actives 0.34% (n = 200,000); AID 1032, 2008; in the data active means activation above about 22%;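 further: 0% = vehicle and 100% = reference agonist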
ROMK mod – ROMK potassium channel modulators, primary screen, cell-based, thallium flux, MLSMR library | ATP-sensitive inward rectifier potassium channel 1 (Homo sapiens), P48048 | Tet-inducible ROMK, thallium flux fluorescence; actives lie on both sides | B-score at 10 µM | actives 2% (n = 130,000);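 active means signal ratio slope over the read window, or its plate-corrected B-score, at least 3 SD from the plate mean, either direction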;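 further: B-score of the F/F0 ratio slope over 7 to 12 s after thallium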
PPARg SRC-3 ag – PPARgamma agonists recruiting SRC-3 coactivator, primary screen, biochemical | actives 0.26% (n = 200,000) | activation, % at 8 µM | Peroxisome proliferator-activated receptor gamma (Homo sapiens), P37231 | biochemical PPARgamma/SRC-3 coactivator recruitment assay | AID 731, 2007; in the data active means activation above about 23%;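 further: 0% = DMSO and 100% = reference agonist; some compounds past the cut are filed as inactive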
DTT redox prof – compounds producing H2O2 with reducing agent – biochemical, NIH compound library profiling, artefact control for MLSCN library redox annotation, primary screen; actives 0.03% (n = 200,000); activation, % at 10 µM; DTT-dependent redox cycling H2O2, phenol red/HRP absorbance; 100% = 100 µM peroxide control, 0% = buffer;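 active means activation of at least 50% relative to the plate's high and low controls in the primary single-dose screen; inactive means activation below 50%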;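 further: compound incubated with DTT at 0.8 mM final as the reducing agent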
* = called active by the depositor; x = not tested or not shown.

SMILES	S1P3 antagonist	TR-FRET SRC-2 ct	PPARg SRC-1 ag	TLR4-MyD88 BLA	bIAP act	L major viab	bIAP inh	PPARg SRC-2 ag	ROMK mod	PPARg SRC-3 ag	DTT redox prof
Cc1cccc2cc(=O)[nH]c(C)c12	-8	1643	9	-4	1	-2	2	0	0.059	4	-0.1
CN1CCN(C(=S)SCC(=O)Nc2nc(-c3ccccc3)c(-c3ccccc3)o2)CC1	6	1616	-1	6	0.9	-1	11	2	x	3	0.1
CC1(C)Cc2cccc(OCC(=O)Nc3cccnc3Cl)c2O1	x	1600	2	-3	1.1	-1	-9	-2	0.57	0	0.1
Cn1c(=O)n(-c2cccc(Cl)c2)c(=O)c2c3c(sc21)COC(C)(C)C3	x	1507	-7	-14	0.9	2	7	0	x	-3	2.6
COc1ccccc1Nc1nnc(SCC(=O)N2CCCC2=O)s1	-4	1496	0	-3	1	6	2	9	x	-4	4.1
O=C(CNS(=O)(=O)c1ccccc1)Nc1ccc(C(F)(F)F)cc1	x	1495	0	2	0.8	-5	16	-8	-0.0047	-1	0.4
CC(C)=CCN1CCN(Cc2cccc3nonc23)CC1CCO (stereo not drawn)	-12	1582	1	-3	1.2	-4	-21	-4	-0.81	-1	-1.4
CCN(CC)C1=NC=CC(c2ccccc2)=CC1C (stereo not drawn)	13	1337	4	-3	1	2	-4	-13	-0.18	-5	-0.4
O=C(COC(=O)/C=C/c1ccc(Cl)cc1)NCCN1C(=O)CSC1=O	10	1866	3	-9	1	0	0	1	-0.43	2	0.6
CC(C)c1ccc(S(=O)(=O)c2ccc(NN)cc2)cc1	0	1761	9	-1	0.9	97*	9	10	-0.94	6	-0.3
COCCNC(=O)C(=O)c1c(-c2ccccc2)[nH]c2ccccc12	13	1636	0	0	0.8	2	18	3	0.91	0	0.0
Cn1nc([N+](=O)[O-])nc1Oc1ccc2ccccc2c1	x	1579	-3	-1	0.9	9	6	9	1.5	4	0.2
CCN(CC)S(=O)(=O)c1ccc(C(=O)OCCNC(=O)c2cccnc2)cc1	x	1501	4	-18	0.9	-5	6	4	x	-1	2.1
O=C(NCCc1ccccc1)c1nc2nc(-c3cccs3)cc(C(F)(F)F)n2n1	x	1689	-4	5	1	3	4	-7	-0.081	11	-1.4
C#CCNC(=O)C1=C[C@H](c2ccccc2)C[C@H](OCCCCO)O1	-11	1525	-5	1	1	-3	0	0	x	-1	3.1
Cc1ccc(-n2nnnc2Sc2ccc(S(=O)(=O)NCCN(C)C)cc2[N+](=O)[O-])cc1	-6	1539	-2	10	1	100*	1	9	-3.5*	2	0.8
CC1CCCCC1N=CC1=C(O)CC(C)(C)CC1=O (stereo not drawn)	-30	1529	3	-2	1	-4	4	-5	-0.78	10	-5.7
Cc1ccc(C(=O)CC(=O)c2cccc(F)c2)c(O)c1	x	1545	6	-6	0.6	97*	37	6	-0.2	5	0.0
CC(=O)Nc1nc2c(c3c1c(=O)oc1ccccc13)CCCCC2	8	1638	4	-5	0.9	-6	10	13	-0.032	3	0.2
O=C(NC1CCCCC1)N1CCCC(c2nc3ccccc3[nH]2)C1 (stereo not drawn)	-6	1434	-5	1	1	0	-3	2	x	-1	1.7
COc1cccc(CN2CCN(Cc3ccc(O)cc3)CC2CCO)c1 (stereo not drawn)	-4	1373	-8	0	1	69*	0	-3	0.39	-1	-9.6
COc1cc2[nH]ccc(=O)c2cc1OC	-4	1397	1	-16	0.9	-5	6	1	0.86	2	0.3
C/C(N)=C(/C#N)C(=O)CSc1n[nH]c(-c2cccs2)n1	-3	1510	-2	-2	1.1	2	-8	6	0.42	-1	-1.6
O=C1c2cccnc2C(=O)N1Cc1ccc(Cl)cc1	x	1686	6	-5	0.9	-5	13	6	-0.097	1	0.0
O=C(NCCc1ccccc1)c1ccc(-c2ccccc2Cl)o1	4	1464	8	-8	1.1	0	-12	-12	0.017	-2	0.4
SMILES	S1P3 antagonist	TR-FRET SRC-2 ct	PPARg SRC-1 ag	TLR4-MyD88 BLA	bIAP act	L major viab	bIAP inh	PPARg SRC-2 ag	ROMK mod	PPARg SRC-3 ag	DTT redox prof
COc1ccccc1C(=O)n1nc(-c2ccco2)nc1N	-13	1659	0	-9	1	-1	2	12	x	11	1.2
Cc1ccc(Cn2ncc3c(N4CCCC4)ncnc32)cc1	-21	1493	-2	-4	1	3	4	0	-0.7	-12	0.6
Cn1c(=O)c2c(nc(CN3CCc4ccccc4C3)n2CC(=O)c2ccccc2)n(C)c1=O	-14	1443	10	-3	x	14	x	9	x	0	0.3
CC(C)CC(NC(=O)C1CCC(C)CC1)C(=O)Nc1cccnc1 (stereo not drawn)	x	1327	-4	-17	0.9	21	7	1	0.4	-3	-0.4
CCOC(=O)c1c(C)[nH]c(C)c1-c1ccccc1OC	-2	1574	2	-2	1	-4	-1	2	1.3	9	2.9
COc1ccc(/C=N/NC(=O)CCc2c(C)n[nH]c2C)cc1O	x	1523	3	-14	1.2	1	-20	6	0.95	4	0.2
Cn1cccc1Cc1nnc(SCC(=O)N2CCN(c3ccccc3)CC2)n1-c1ccc(F)cc1	-10	1772	8	-3	1.1	0	-6	5	x	9	-1.9
CC1(C)CC(N(Cc2ccccc2)C(=O)Cc2ccccc2)CCO1 (stereo not drawn)	7	1475	6	8	0.9	3	8	3	1.5	6	-0.9
COc1ccccc1C(CC(=O)Nc1nccs1)c1ccco1 (stereo not drawn)	x	1478	0	-2	0.9	12	5	6	-0.051	-8	-0.2
COc1ccc(CCNC(=O)CSc2nnc(-c3cccc(F)c3)o2)cc1OC	-16	1534	1	5	1.1	-4	-7	-4	0.033	2	1.7
COc1ccccc1NC(=O)Cn1cc(C(=O)c2ccco2)c2ccccc21	-8	1569	-4	0	1	25	-1	2	0.62	-2	0.2
COc1ccc(CNC(=O)C2CCNCC2)cc1	-12	1573	-1	-5	1.1	-12	-7	-2	x	-2	2.5
c1ccc(Cn2nnc3c(N4CCc5ccccc5C4)ncnc32)cc1	-5	1588	3	-1	1.1	8	-7	0	x	12	-0.1
Cc1nnc(SCC(=O)NCCN2C(=O)CSC2=O)s1	-32	1589	-10	-3	1	-6	5	0	x	-12	12
O=[N+]([O-])c1ccc(-c2cn(-c3ccccc3F)c(=S)[nH]2)cc1	-27	1591	9	-19	1.1	-4	-14	4	0.49	3	-0.5
Cc1ccc(S(=O)(=O)N/N=C\c2cc3c(cc2[N+](=O)[O-])OCO3)cc1	x	1466	1	3	1	1	4	0	x	2	-1.0
CC(=O)NC1=NC(=O)/C(=C/N2CCOCC2)S1	-50	1607	1	0	0.8	-3	20	8	0.48	1	-3.0
C/C(CC(=O)N1CCN(C=O)CC1)=N\NC(=O)c1ccc(Cl)cc1	-5	1290	-5	-3	1.3	-7	-26	-4	-0.076	-3	-1.0
Cc1ccc(OCC(=O)Nc2ccc3c(c2)CCC3)c([N+](=O)[O-])n1	12	1523	1	9	1.2	8	-25	3	0.33	3	0.1
Cn1ncc(Br)c1C(=O)N1CCN(C(=O)c2ccco2)CC1	20	1657	-2	-11	0.9	-7	8	7	x	-6	-0.1
CN1CCC(N(C)CC(O)c2ccccc2)CC1 (stereo not drawn)	3	1824	-3	-4	1.1	-6	-8	-3	0.005	-2	-0.6
Cc1ccc(-c2nnc(SCC(=O)Nc3ccc4c(c3)OCCO4)n2N)cc1	3	1487	4	-7	1	-4	-3	7	x	-2	0.3
CC(=O)c1cccc(NC(=O)N2CCCC2C(=O)NCc2ccc(C)cc2)c1 (stereo not drawn)	-25	1575	8	-7	0.9	0	5	0	0.057	5	0.3
C/C(CC(=O)NC1CCCCC1)=N\NC(=O)COc1ccc(C)cc1Br	-2	1700	10	-7	1.1	-2	-5	8	-0.87	6	0.3
O=C(CSc1ccc2nnc(-c3ccccc3)n2n1)N1CCCc2ccccc21	-11	1492	-5	11	0.8	21	16	-3	x	-2	0.2
SMILES	S1P3 antagonist	TR-FRET SRC-2 ct	PPARg SRC-1 ag	TLR4-MyD88 BLA	bIAP act	L major viab	bIAP inh	PPARg SRC-2 ag	ROMK mod	PPARg SRC-3 ag	DTT redox prof
CCSc1nc2ccccc2n1CC(N)=O	0	1581	1	-12	0.9	-8	8	4	0.94	1	0.6
Cc1occc1C(=O)NCc1ccccc1	x	1436	-11	-3	1	-3	4	-5	x	-2	2.1
CN1CCN(C(=O)c2cnn3c2NC(c2ccccc2)CC3C(F)(F)F)CC1 (stereo not drawn)	-6	1717	-3	-14	1	3	-4	0	-0.19	-1	0.1
C/C=C(\C)C(=O)NCCN1C2=NC[C@H](C(C)C)N2C[C@@H]1Cc1ccc(OC)cc1	-2	1509	-12	4	1.3	2	-27	-2	x	3	-0.5
CN(C(=O)COC(=O)CNC(=O)C12CC3CC(CC(C3)C1)C2)C1CCS(=O)(=O)C1 (stereo not drawn)	-5	1582	-2	-17	0.7	47	30	1	1.5	6	0.2
CC1CCCN(S(=O)(=O)c2ccc(NC(=O)CN3CCN(C)CC3)cc2)C1 (stereo not drawn)	-27	1503	-1	1	1.1	-2	-14	-1	x	0	0.8
CCC(=O)Nc1ccc(OC)cc1OC	-31	1554	1	-5	0.9	-5	6	-4	-0.22	2	0.6
CC(C)c1nnc(NC(=O)CCCCCN2C(=O)C3C4C=CC(C4)C3C2=O)s1 (stereo not drawn)	x	1786	2	-18	1	-4	-2	6	x	7	-0.3
CC(C)CCN1CCN(C2CCN(c3ccccc3)CC2)CC1CCO (stereo not drawn)	-15	1440	5	1	1.2	89*	-21	-2	0.07	0	-1.1
COC(=O)C1=C(C)N(CCCC(=O)O)C(=O)NC1c1cc2c(cc1[N+](=O)[O-])OCO2 (stereo not drawn)	-9	1533	2	-10	1	-5	3	4	0.013	8	-0.2
COc1ccc(CCNC(=O)c2ccc(-c3cccc([N+](=O)[O-])c3)o2)cc1OC	-12	1700	0	3	1.2	-1	-19	-5	1.4	-5	-0.4

Profiles from above.
`CC(C)CCN1CCN(C2CCN(c3ccccc3)CC2)CC1CCO` (stereo not drawn) in the list: S1P3 antagonist: -15; TR-FRET SRC-2 ct: 1440; PPARg SRC-1 ag: 5; TLR4-MyD88 BLA: 1; bIAP act: 1.2; L major viab: 89*; bIAP inh: -21; PPARg SRC-2 ag: -2; ROMK mod: 0.07; PPARg SRC-3 ag: 0; DTT redox prof: -1.1
`C/C=C(\C)C(=O)NCCN1C2=NC[C@H](C(C)C)N2C[C@@H]1Cc1ccc(OC)cc1` in the list: S1P3 antagonist: -2; TR-FRET SRC-2 ct: 1509; PPARg SRC-1 ag: -12; TLR4-MyD88 BLA: 4; bIAP act: 1.3; L major viab: 2; bIAP inh: -27; PPARg SRC-2 ag: -2; ROMK mod: x; PPARg SRC-3 ag: 3; DTT redox prof: -0.5
